aSyn yeast inh = rescues yeast growth from alpha-synuclein toxicity; Yeast expressing alpha-synuclein, growth rescue, BacTiter-Glo, 24 h; Potency, µM (top dose mostly 46.1 µM), inactives show top-dose growth rescue (activation), most hits filed as activators; hit rate 0.14% among 370,000; note: % of control where 0% means no effect; nearly all actives have a fitted effect of over 65% in size
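Galactose-induced alpha-syn yeast (OD600=0.02, raffinose-pregrown) + pinned cpd, 24 hr, 30 deg C; growth by BacTiter-Glo luminescence. Growth restoration scores as activation.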
FUS yeast rescue = rescues growth of FUS-expressing yeast | S. cerevisiae FUS-expressing, growth rescue, OD600, 24 h | Potency, µM (highest dose often 76.6 µM), for inactives: top-dose growth rescue (activation), most hits filed as activators | hit rate 0.24% among 390,000 | AID 1347120;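 note: plate controls were DMSO vehicle for no effect and reference control for full effect; nearly all actives have a fitted effect of over 55% in size; some results filed as inactive show a strong effect at the top dose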
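Yeast FUS proteinopathy model; galactose-induced FUS (2%), starting OD 0.005. Cpds in dilution series, 24hr, 30C, 99% humidity. Abs 600 nm growth. Pos ctrl CP55940 (top 92uM final); neg ctrl DMSO.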
TDP-43 yeast inh = inhibitors of TDP-43 toxicity in yeast; Potency, µM (highest dose often 46.1 µM), for the others: at the highest dose growth rescue (activation), hits mostly activators; TDP-43 expressing yeast growth rescue, BacTiter-Glo, 24 h; hit rate 1.8% among 410,000; note: % of control where 0% means no effect; nearly all actives have a fitted effect of over 50% in size
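Yeast cells expressing TDP-43 under galactose induction are exposed to compounds for 24 hr at 30 deg C. BacTiter-Glo luminescence measures growth, so protective compounds score as activators.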
PTHR1 ag = activates the human parathyroid hormone receptor PTHR1; Q03431; HEK293 GP2 PTHR1 cells, GloSensor cAMP luminescence, 1 h; Potency, µM (doses to about 115 µM), for the others: at the top dose activation, hits mostly activators; hit rate 0.075% among 410,000; note: nearly all actives have a fitted effect of over 55% in size; some results filed as inactive show a strong effect at the top dose; inactives centre near -15; many of its hits are not listed in these tables
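HEK-293-derived GP2 cells expressing PTHR1 and a GloSensor cAMP reporter, 3,000/well, plated overnight, given luciferin plus IBMX (each 0.5 mM as added) for 1 h at 37 °C, then compound for 1 h at 37 °C. Luminescence was read after 15 min at room temperature.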
EPAC2 agonist = agonists of human EPAC2 (RAPGEF4); Q8WZA2; EPAC2 activation, biochemical qHTS; response scale: 100% = 6.5 mM cAMP response; Potency, µM (series often up to 154 µM), for the others: top-dose activation, actives largely listed as activators; hit rate 0.079% among 360,000; AID 720711; note: nearly all actives have a fitted effect of over 50% in size
Target sequence (Q8WZA2 whole entry, looked up): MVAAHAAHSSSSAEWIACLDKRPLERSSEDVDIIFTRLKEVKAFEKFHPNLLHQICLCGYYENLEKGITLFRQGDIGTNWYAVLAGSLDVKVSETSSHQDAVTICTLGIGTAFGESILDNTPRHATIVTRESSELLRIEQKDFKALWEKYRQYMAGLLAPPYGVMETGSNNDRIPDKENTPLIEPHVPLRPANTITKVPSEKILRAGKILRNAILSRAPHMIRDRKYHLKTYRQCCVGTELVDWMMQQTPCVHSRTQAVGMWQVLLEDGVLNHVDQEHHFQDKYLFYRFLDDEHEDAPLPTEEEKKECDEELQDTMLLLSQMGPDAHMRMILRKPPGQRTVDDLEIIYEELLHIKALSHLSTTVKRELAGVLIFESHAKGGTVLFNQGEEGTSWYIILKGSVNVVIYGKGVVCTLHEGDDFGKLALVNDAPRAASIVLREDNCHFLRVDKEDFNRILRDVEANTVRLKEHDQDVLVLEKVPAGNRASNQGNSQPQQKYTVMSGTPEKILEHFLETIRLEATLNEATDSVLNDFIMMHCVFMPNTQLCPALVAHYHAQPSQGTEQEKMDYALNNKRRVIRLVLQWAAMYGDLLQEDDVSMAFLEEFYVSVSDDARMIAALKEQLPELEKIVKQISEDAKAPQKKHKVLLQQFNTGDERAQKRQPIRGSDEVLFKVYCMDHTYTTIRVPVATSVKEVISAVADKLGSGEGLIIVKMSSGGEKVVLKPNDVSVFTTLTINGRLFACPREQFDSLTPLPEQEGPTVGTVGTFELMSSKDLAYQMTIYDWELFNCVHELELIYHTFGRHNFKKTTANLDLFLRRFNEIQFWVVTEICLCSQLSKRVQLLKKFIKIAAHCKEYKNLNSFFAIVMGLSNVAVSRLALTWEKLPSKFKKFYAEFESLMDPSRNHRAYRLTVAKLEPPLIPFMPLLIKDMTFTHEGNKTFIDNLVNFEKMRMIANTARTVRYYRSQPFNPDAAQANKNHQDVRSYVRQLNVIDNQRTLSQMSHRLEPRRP
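Exchange assay: 100 nM EPAC2 with 250 nM Rap1B-BODIPY-GDP and 50 uM GDP. Fluorescence (ex 480/em 540 nm) read every 5 min for 30 min at room temperature. Data normalized to 6.5 mM cAMP as agonist control.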
EPAC1 ag = agonists of human EPAC1. O95398. EPAC1 agonist qHTS, biochemical assay; response scale: 100% = response to 6.5 mM cAMP. Potency, µM (titrated, usually from 154 µM), for inactives: at the top dose activation, hits mostly activators. hit rate 0.073% among 360,000. AID 720707; note: nearly all actives have a fitted effect of over 60% in size
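Compounds were pinned as a concentration titration into mixtures of EPAC1 (100 nM), BODIPY-GDP-loaded Rap1B (250 nM) and GDP (50 uM). After 5 min at room temperature, fluorescence was followed for 30 min; activity was scaled to 6.5 mM cAMP.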
EPAC2 antag = antagonists of human EPAC2. EPAC2 GEF exchange of Rap1B-BODIPY-GDP, fluorescence. hit rate 0.18% among 360,000. Q8WZA2. Potency, µM (doses to about 114 µM), without a hit: at the top dose activity, negative = inhibition, most hits filed as inhibitors; note: % is set by controls: 0 for no effect and ±100 for the full control effect; nearly all actives have a fitted effect of over 45% in size; many of its hits are not listed in these tables
EPAC1 antag = antagonists of human EPAC1. O95398. EPAC1 GEF assay, Rap1b-BODIPY-GDP exchange fluorescence. Potency, µM (doses to about 115 µM), inactives show at the highest dose activity change, negative = inhibition, most hits filed as inhibitors. hit rate 0.14% among 360,000. AID 720709;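 note: plate controls were vehicle for no effect and positive control for full effect; nearly all actives have a fitted effect of over 50% in size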
Active calls of the source: *; i = inactive; ? = inconclusive; . = no result given; & = joins results of further samples; [ ] = remark or other dose. Calls come from the whole dose curve; as a rule, active = well fitted curve in the direction sought with a large enough effect; inconclusive = small, poorly fitted or top-dose-only effect, or another doubt; inactive = no such curve, though single readings can be large; an effect the other way counts as inactive or inconclusive. Potency is the fitted concentration of half-maximal effect.

SMILES,aSyn yeast inh,FUS yeast rescue,TDP-43 yeast inh,PTHR1 ag,EPAC2 agonist,EPAC1 ag,EPAC2 antag,EPAC1 antag
Cn1nnnc1SCC(=O)N1CCOCC1,2%,1%,14%,i,-1%,0%,1%,0%
Cc1ccccc1CN1CCN(Cc2cc(=O)c3ccccc3[nH]2)CC1CCO (stereo not drawn),-7%,3%,11%,i,5%,20%,-2%,3%
O=C(NCCN1CCCC1)c1ccc2c(c1)N(Cc1cccc(Cl)c1)C(=O)c1ccccc1S2(=O)=O,1%,12%,16%,i,-1%,-2%,-14%,8%
CCCCCCCCN1C(=O)[C@H](CC(=O)N2CCN(C(=O)OCC)CC2)C[C@@]2(C(=O)OCC)CCCC=C12,0%,?,25µM*,-36%[inhibitor],2%,-30%,?,-17%
O=C(Nc1ccn(CCCN2CCN(c3ncccn3)CC2)c(=O)n1)OCc1ccccc1,1%,-6%,19%,-20%,4%,4%,9%,-4%
N/C(=N/OC(=O)c1ccccc1Cl)c1nonc1N,-34%[inhibitor],1%,-17%[9.22 µM],-31%,10%,-1%,-9%,2%
CC(=O)N1CCN(C2=Nc3cccc4cccc2c34)CC1,3%,-11%,-5%,-4%[57.5 µM],18%,-4%,1%,10%
COC(=O)c1ccncc1C(=O)Nc1ccc(Oc2ncc(C(F)(F)F)cc2Cl)cc1,7%,23%,1%,i,-13%,-9%,-16%,-4%
Cc1cc(C)c2c(=O)[nH]c(SCc3ccccc3C)nc2n1,-9%,14%,-18%,-10%,3%,6%,-11%,-25%
COc1cc(/C=N/NC(=O)C(NC(=O)c2ccccc2)c2n[nH]c(=O)c3ccccc23)ccc1OCC(N)=O (stereo not drawn),-1%,?,12%,-5%,4%,0%,-4%,-17%
O=C(CCNS(=O)(=O)c1ccc(Cl)cc1)N1CCN(c2ccccn2)CC1,-5%,22%,-12%,i,6%,4%,-4%,10%
CC(=O)Nc1ccc(S(=O)(=O)N2CCN(CCN3CCOCC3)CC2)cc1Cl,1%,-18%,6%,-17%,6%,13%,8%,4%
O=C1C2=C(Nc3ccccc3SC2c2ccco2)c2ccccc21 (stereo not drawn),-25%,22%,28%,-4%[57.5 µM],10%,1%,-13%,-22%
COc1ccccc1N(Cc1ccccc1)S(=O)(=O)c1cc(C(=O)O)ccc1Cl,0%,14%,18%,-13%,-10%,6%,?,2%
O=C(Nc1c(F)cc(F)cc1Br)c1cc(-c2ccccc2)on1,5%,-14%,15%,-7%,-3%,-7%,5%,-6%
COc1cccc(N2CCN(CC(=O)Nc3ccc(S(=O)(=O)N4CCCCCC4)cc3)CC2)c1,2%,.,24%,-4%,1%,3%,-10%,-1%
CS(=O)(=O)c1ccc2nc(NC(=O)c3ccc(Cl)cc3)sc2c1,4%,18%,.,-34%[inhibitor],1%,0%,8%,-15%
CC(C)(C)n1nnnc1C(c1ccc(C(F)(F)F)cc1)N(Cc1ccc(F)cc1)Cc1ccco1 (stereo not drawn),1%,13%,-8%,i,1%,7%,-14%,-22%
COc1ccc(-c2nnn(CCC(=O)O)n2)cc1,0%,15%,-19%,i,7%,-3%,-4%,-1%
COc1ccc(OC)c(NS(=O)(=O)c2ccc(Cl)nc2)c1,1%,.,-17%,-4%,0%,-1%,17%,9%

Random excerpt: two compounds from above, in no set order.
SMILES,aSyn yeast inh,FUS yeast rescue,TDP-43 yeast inh,PTHR1 ag,EPAC2 agonist,EPAC1 ag,EPAC2 antag,EPAC1 antag
O=C(Nc1ccn(CCCN2CCN(c3ncccn3)CC2)c(=O)n1)OCc1ccccc1,1%,-6%,19%,-20%,4%,4%,9%,-4%
COc1ccc(-c2nnn(CCC(=O)O)n2)cc1,0%,15%,-19%,i,7%,-3%,-4%,-1%

New compounds follow.
SMILES,aSyn yeast inh,FUS yeast rescue,TDP-43 yeast inh,PTHR1 ag,EPAC2 agonist,EPAC1 ag,EPAC2 antag,EPAC1 antag
O=C(Nc1cccc(Cl)c1N1CCOCC1)c1cccs1,-13%,3%,28%,-8%,22%,12%,?,25%
COc1ccc(NC(=O)c2nc[nH]c2C(=O)N[C@@H](C)C(=O)OC(C)(C)C)cc1,3%,25%,16%,-27%,16%,-2%,-8%,-16%
Cc1ccc(NC(=O)Cn2c(=O)n(Cc3ccc4c(c3)OCO4)c(=O)c3ccc(C(=O)NC4CCCCC4)cc32)c(C)c1,0%,-6%,5%,-12%,.,.,.,.
COc1ccccc1C=NN=Cc1ccccc1O,2%,.,21%,-35%,12%,2%,6%,3%
Cn1c(C(=O)N2CCN(C(=O)c3ccco3)CC2)cc2c(=O)n(C)c3ccccc3c21,-11%,8%,13%,-3%,5%,-2%,-8%,-12%
COc1ccc(-c2cnc3cccnn23)cn1,4%,-16%,25%,i,0%,6%,-7%,-12%
COC(=O)C(C)N1C(=O)S/C(=C\c2ccc(-c3ccc(C(=O)O)cc3C)o2)C1=O (stereo not drawn),?,23%,14%,-44%[inhibitor],-1%,4%,16%,17%
CCN(CC(=O)Nc1ccc(OC)cc1)C(=O)c1cc2c(s1)CCCCC2,-12%,16%,-7%,-25%,22%,0%,-6%,-8%
O=c1oc(-c2cc3ccccc3o2)nc2sc3c(c12)CCCC3,3%,-40%,-2%,-19%[57.5 µM],11%,9%,4%,0%
O=C(NC1CCCC1)C(C1CC1)n1c(C2CCCC2)nc2ccccc21 (stereo not drawn),-1%,-4%,9%,-20%,8%,3%,12%,2%
CCn1c(SC(C)C)nnc1-c1c[nH]c2ccccc12,-1%,-6%,11%,-7%,10%,-9%,-7%,-3%
Cc1csc2nc(O)c(C(=O)NCCCc3ccccc3)c(=O)n12,-12%,3%,-60%[inhibitor],-13%,-9%,-7%,-4%,?
CCOC(=O)C1=C(C)N(CCCC(=O)O)C(=O)NC1c1ccccc1OS(=O)(=O)c1ccc([N+](=O)[O-])cc1 (stereo not drawn),-5%,-13%,1%,-9%,5%,2%,9%,-14%
Cc1cc2cccc(C)c2nc1SCC(=O)NNC(=O)c1ccco1,3%,15%,14%[9.22 µM],i,11%,12%,-5%,3%
COc1ccccc1NC(=O)CCCCCN1C(=O)c2cccc([N+](=O)[O-])c2C1=O,-3%,-2%,28%,14%,13%,0%,-3%,-4%
CCC(C)(C)NC(=O)C(c1ccccc1F)N(Cc1ccco1)C(=O)c1csnn1 (stereo not drawn),7%,36%,-16%,i,5%,5%,-10%,-9%
O=C(Nc1ccccc1NC(=O)c1ccco1)c1ccco1,.,-8%,5%,-25%,0%,5%,9%,9%
Cn1c(=O)cc(OCCCC(=O)NCc2ccc(F)cc2Cl)c2ccccc21,-1%,15%,-26%,i,7%,5%,-3%,-12%
Cc1ccc(C(=O)Nc2ncccc2O)cc1S(=O)(=O)N1CCCCC1,-25%,9%,-9%,-8%,3%,-12%,-1%,?
O=C(CS(=O)(=O)c1ccc2ccccc2c1)Nc1ccccc1Cl,0%,.,5%,i,5%,18%,-1%,4%
Cc1[nH]c2ccccc2c1NC(=O)CN1CCN(c2cccc(C(F)(F)F)c2)CC1,6%,16%,7%,-40%[inhibitor][57.5 µM],3%,8%,-10%,-7%
COc1ccccc1-c1cc(C(=O)NC2CCN(C)CC2)c2ccc(Cl)c(C)c2n1,-8%,20%,-12%,i,-4%,-7%,-3%,-15%
OC(COc1ccc2ccccc2c1)CN1CCOCC1 (stereo not drawn),0%&-9%,9%,15%&-1%,i,-2%&0%,1%&-3%,-1%&13%,10%&15%
C=CCN1C(=O)N(c2ccc(Cl)cc2)C(=O)C1CC(=O)Nc1ccc(F)cc1 (stereo not drawn),-4%,-10%,-14%,i,5%,2%,-11%,-9%
CCOc1ccccc1N1CC(C(=O)N(CC)CC(=O)Nc2ccc3c(c2)OCCO3)CC1=O (stereo not drawn),-1%,-5%,-8%,-8%,7%,9%,-8%,9%
Cc1ccc(S(=O)(=O)N(C)C)cc1NC(=S)NNC(=O)C1CC1,4%,11%,-4%,-15%,1%,8%,0%,-2%
O=S(=O)(c1ccc(NC(=S)N2CCN(c3ccccc3F)CC2)cc1)N1CCOCC1,-1%,-6%,-6%,-34%[inhibitor],15%,3%,-6%,-15%
Cc1ccc2oc(C(=O)NCC(c3ccco3)N3CCCC3)c(C)c2c1 (stereo not drawn),-3%,18%,-8%,3%,-1%,-1%,-17%,-8%
COC(=O)C(C)Sc1nc2c(cnn2-c2ccc(Cl)cc2)c(=O)[nH]1 (stereo not drawn),-4%,-1%,-20%,4%,-9%,-13%,21%,0%
N#C/C(=C/C=C/c1ccccc1)C(=O)Nc1ccccc1,?,33%,4%,i,2%,14%,-16%,-3%
NC1(C(=O)O)CSSC1,-12%,.,?,-9%,2%,15%,0%,-9%
COCCN(C(=O)COC(=O)C1(c2ccccc2)CC1)c1c(N)n(CC(C)C)c(=O)[nH]c1=O,-2%,-5%,12%,-12%,8%,-8%,7%,9%
C=CC[C@H]1CC(Cc2ccccc2)=C[C@H](CC=C)N1,1%,.,-18%,i,1%,-10%,9%,-1%
CN(C)S(=O)(=O)Nc1ccccc1F,-1%,-20%,19%,i,1%,3%,12%,-16%
CC1CCCN(c2cc(N(C)CCO)c([N+](=O)[O-])c3nonc23)C1 (stereo not drawn),-1%,8%,0%,i,3%,10%,-7%,-9%
CCOc1ccc(S(=O)(=O)N2CCN(C)CC2)cc1NC(=O)c1ccccc1F,-4%,0%,-13%,30%,-9%,-20%,1%,-13%
Cc1cc(C)c(S(=O)(=O)NCc2cn3ccccc3n2)c(C)c1,-16%,2%,-5%,-24%,9%,-4%,-2%,-10%
C/C(O)=c1/ccc2cccc3nc(C)nc1c23,1%,7%,8%,-2%[57.5 µM],13%,8%,9%,1%
C=CCN1C(=O)CSc2ccc(C(=O)NCc3ccco3)cc21,0%,40%,-15%,-16%,6%,2%,3%,9%

These rows are one share of the data; the hit share may differ from the screen's.
